# Myeloid diff MLP: myeloid differentiation induction. ER-HoxA9 myeloid progenitors, lysozyme-GFP differentiation, flow cytometry. AID 624256. calls only at 10 µM. 360,000 tested, 1% active;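 active = normalized GFP-positive differentiation at or above the plate's own cutoff, the solvent-only control mean plus 3 SD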;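 also: cells exposed to compound for four days before flow analysis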
# GPR35 arrestin U2OS: inhibition of zaprinast-stimulated GPR35 beta-arrestin translocation – imaging, U2OS, beta-arrestin-GFP, zaprinast agonist, primary screen (AID 2058); U2OS GPR35 beta-arrestin-GFP translocation imaging, zaprinast antagonism; higher % means a stronger effect; inhibition, % at 10 µM, or IC50 in µM where a hit was titrated; 290,000 tested, 0.052% active;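 active = inhibition of at least 50% with at least 30 cells and total cytoplasm GFP at most 10,000,000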
# HIV peptide binding: cell-free HIV fusion peptide-binding blockers – biochemical, uHTS, fluorescence dequenching, primary screen (AID 1986); cell-free peptide binding, fluorescence dequenching, 30 min; higher % means a stronger effect; one-dose inhibition, % at 20 µM; IC50 in µM for titrated hits; 290,000 tested, 0.3% active; in the data active = inhibition mostly above about 52%, no sharp cut-off; inactive = mostly below about 76%; also: some results filed as inactive read as strong as hits
# PhoP inhibition: PhoP-dependent GFP reporter repression – Salmonella Typhimurium, primary screen (AID 1863); inhibition, % at 50 µM; hits with a dose series show IC50 in µM; 300,000 tested, 0.16% active; S. Typhimurium PhoP-regulated promoter GFP reporter, 4 h; higher % means a stronger effect;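 active = inhibition over 29.93%, a cutoff 3 SD above the screen mean, later confirmed by dose response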;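 also: 0% = low Mg2+ inducing control and 100% = high Mg2+ repressing control; strong numbers were not always called active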
# GPR55 LPI antagonism: GPR55 antagonists blocking LPI-driven arrestin recruitment, primary screen, imaging, U2OS, beta-arrestin-GFP, LPI agonist (AID 2013). U2OS GPR55 beta-arrestin-GFP translocation imaging, LPI antagonism; higher % means a stronger effect. inhibition, % at 10 µM, or IC50 in µM where a hit was titrated. 290,000 tested, 0.13% active;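 active = spots per cell inhibited over 60%, with over 100 cells counted and total cytoplasm intensity under 500,000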;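 also: U2OS cells stably carrying GPR55 and arrestin-GFP stimulated by 5 µM LPI near EC80; imaged beta-arrestin-GFP aggregate spots per cell after agonist stimulation; plate controls were LPI-stimulated DMSO wells for no effect and DMSO wells without LPI for full effect; some results filed as inactive read as strong as hits; confirmed hits need IC50 under 10 µM and bright autofluorescent wells are also inconclusive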
# LYP inhibition: inhibitors of LYP phosphatase, biochemical, fluorescence intensity, uHTS (AID 1779); recombinant LYP phosphatase, fluorescence intensity; higher % means a stronger effect; inhibition, % at 11.5 µM; hits with a dose series show IC50 in µM; 290,000 tested, 0.054% active; in the data active = inhibition above about 50%;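 also: plate controls were vehicle with enzyme for no effect and no enzyme for full effect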
# NTR1 ag: agonists of NTR1, primary screen, imaging, U2OS cells, beta-arrestin-GFP, high content (AID 493036) | P30989 | NTR1-U2OS beta-arrestin-GFP spot imaging, agonist mode | activation, % at 20 µM | 330,000 tested, 0.17% active;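 active = activation at or above 40% of the spot to cytoplasm intensity ratio, with at least 20 cells analyzed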;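 also: 0% = DMSO without peptide and 100% = 100 nM NTR1 peptide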
# Target sequence (P30989 whole entry, looked up): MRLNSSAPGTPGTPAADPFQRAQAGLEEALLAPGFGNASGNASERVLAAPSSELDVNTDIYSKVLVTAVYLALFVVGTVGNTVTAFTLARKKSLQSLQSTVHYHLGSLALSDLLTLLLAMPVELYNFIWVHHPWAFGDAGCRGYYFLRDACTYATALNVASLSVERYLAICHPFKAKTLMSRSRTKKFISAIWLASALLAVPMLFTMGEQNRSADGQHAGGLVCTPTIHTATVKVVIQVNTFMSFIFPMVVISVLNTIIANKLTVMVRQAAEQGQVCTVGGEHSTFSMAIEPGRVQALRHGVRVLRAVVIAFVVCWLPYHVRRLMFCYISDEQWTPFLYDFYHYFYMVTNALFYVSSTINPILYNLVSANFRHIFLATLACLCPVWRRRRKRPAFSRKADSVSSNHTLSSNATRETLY
# Siah-1 displacement: blockers of Siah-1 interaction with plectin peptide – biochemical, fluorescence polarization, rhodamine-plectin, uHTS, primary screen (AID 1817); Siah-1 / rhodamine-plectin peptide fluorescence polarization; higher % means a stronger effect; displacement, % at 20 µM; hits with a dose series show IC50 in µM; 290,000 tested, 0.02% active;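 active = displacement of at least 50% at 20 µM, with a fluorescence ratio check between 0.3 and a set limit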;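 also: plate controls were Siah plus tracer with DMSO for no effect and tracer alone without Siah for full effect; strong numbers were not always called active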
# Rac1 GTP hydrolysis: MgcRacGAP GTPase-activating activity inhibitors, confirmation, biochemical, ADP Hunter fluorescence; MgcRacGAP-stimulated Rac1 GTP hydrolysis, ADP Hunter fluorescence; higher % means a stronger effect; GST-tagged Rac1 F28L mutant substrate; one-dose inhibition, % at 30 µM; IC50 in µM for titrated hits; 340,000 tested, 0.6% active; AID 624330;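 active = first-screen hits whose inhibition reached a set limit at any dose in the follow-up dose series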;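 also: fluorescence reports GDP produced by GAP-driven GTP hydrolysis; strong numbers were not always called active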
# NTR1 ag cell count 20 µM: second read-out of NTR1 ag, no call of its own (marks repeat the call); cell count; measured here: cell count, cytotoxicity flag
# Myeloid diff MLP GFP+ MAC1+ %: recorded beside Myeloid diff MLP, whose call it bears; GFP+ MAC1+ double positive, %; measured here: differentiation confirmed by MAC1 staining
# * hit, by the source's call; i = inactive; . = no result given; + = active, no number. Rows were taken by chance; any-hit rate near 2.4%.
SMILES,Myeloid diff MLP,Myeloid diff MLP GFP+ MAC1+ %,GPR35 arrestin U2OS,HIV peptide binding,PhoP inhibition,GPR55 LPI antagonism,LYP inhibition,NTR1 ag,NTR1 ag cell count 20 µM,Siah-1 displacement,Rac1 GTP hydrolysis
COc1ccc(/C=C/C(=O)NC(=S)NNC(=O)c2c(-c3ccccc3)noc2C)cc1,i,0.6,-4%,0.2%,-15%,1%,-2%,1.5,56,-4%,10%
CCN1C(=O)[C@H]2[C@@H](c3ccc(-c4cccc(Cl)c4)cc3)N3CCCC[C@@]3(C(=O)OC)[C@H]2C1=O,i,2.5,.,.,9%,.,.,3.0,52,.,8%
C=CCNc1scc(-c2ccccc2)[n+]1CC=C,i,0.6,-3%,0.5%,-5%,12%,-6%,-1.0,39,4%,8%
Cc1ccc(C(=O)Nc2ccc(S(=O)(=O)N3CCN(C)CC3)cc2)o1,i,3.5,19%,-1.9%,13%,20%,-9%,1.2,66,-7%,-1%
CCOC(=O)Nc1ccc2c(c1)N(C(=O)CN1CCN(CCO)CC1)c1ccccc1CC2,i,0.7,-14%,2.4%,4%,0%,-2%,-1.4,49,5%,10%
O=C(NC1CCCc2ccccc21)C1CCN(c2c3c(nc4ncnn24)CCC3)CC1 (configuration not stated),i,2.1,-5%,-1.6%,4%,-7%,-5%,-0.4,60,16%,0%
Cc1ccc(C)c(NC(=O)COC(=O)CC2c3ccccc3CCN2S(=O)(=O)c2ccc(F)cc2)c1 (configuration not stated),i,0.5,6%,-1.8%,2%,10%,5%,2.1,43,-2%,2%
NC(=O)c1c(NC(=O)c2ccccc2Cl)sc2c1CCC2,i,0.0,10%,1.8%,-3%,-6%,-5%,5.6,55,8%,13%
Clc1cccc(-c2cc3nc4c(c(N5CCN(c6cnccn6)CC5)n3n2)CCCC4)c1,i,1.0,-1%,-2.8%,1%,-6%,3%,6.1,49,-7%,8%
O=C(Nc1nnc(S(=O)(=O)N2CCN(c3ccc(F)cc3)CC2)s1)c1ccccc1,i,1.3,0%,-1.6%,-7%,-10%,-8%,8.4,67,-4%,14%
S=c1[nH]cnc2scc(-c3ccc(Br)cc3)c12,i,0.1,-6%,0.2%,-2%,-1%,-6%,6.1,103,8%,13%
Cc1cc(C)c2c(c1)cc(C)c1nnc(SCC(=O)Nc3ccc(S(=O)(=O)N4CCCCC4)cc3)n12,i,0.6,6%,0.2%,-5%,-3%,0%,2.7,58,5%,9%
CCOc1ccccc1NC(=O)c1oc2ccccc2c1NC(=O)C1CCCO1 (configuration not stated),i,0.4,-4%,2.5%,0%,-9%,3%,7.7,62,-4%,0%
CNc1cc(N2CCCC2)ccc1[N+](=O)[O-],i,0.2,-5%,1.0%,10%,-7%,9%,-0.3,73,11%,14%
O=C1c2ccccc2C(O)(c2ncc[nH]2)N1C1CCCCC1 (configuration not stated),i,1.4,-11%,-0.5%,7%,3%,2%,-0.2,54,4%,7%
COc1ccc(CNC(=O)c2ccncc2)cc1,i,1.6,-3%,-0.4%,-7%,-4%,-2%,1.1,68,1%,6%
CCN(CC)S(=O)(=O)c1cccc(NC(=O)COC(=O)c2cc(=O)c3ccccc3o2)c1,i,0.1,-15%,-2.6%,3%,-2%,-3%,-0.7,52,6%,5%
Cn1cccc1Cc1nnc(SCC(=O)Nc2ccccc2F)n1CCc1ccccc1,+,11*,7%,1.8%,3%,3%,1%,-2.0,47,2%,7%
O=C(CSc1nnc(-c2ccc(O)cc2)o1)Nc1ccccc1Br,.,.,-1%,25%,-1%,5%,-8%,2.1,61,11%,3%
COc1ccc(NC(=O)CCCn2c(=O)oc3ccccc32)cc1Cl,i,0.4,-2%,0.8%,-4%,6%,-7%,-1.1,70,2%,6%
CC(=O)NC(=S)NNC(=O)COc1ccc(Br)cc1,i,0.7,-7%,0.1%,-2%,9%,-6%,.,.,-1%,-13%
CC(C)C(=O)N(c1ccc(F)cc1)C1C=CS(=O)(=O)C1 (configuration not stated),i,6.7,19%,-0.1%,7%,19%,-9%,.,.,2%,-7%
CCOC(=O)c1c(C)[nH]c(=S)c(C#N)c1-c1ccc(Cl)cc1,i,0.0,0%,17%,-9%,10%,5%,0.4,83,14%,20%
Cc1c(OCC(=O)C(C)(C)C)ccc2c3c(c(=O)oc12)CCCC3,i,0.4,-4%,1.0%,-3%,-14%,-10%,5.0,52,3%,13%
Cc1cc(F)ccc1S(=O)(=O)N1CCCOC1CNC(=O)C(=O)NCc1ccco1 (configuration not stated),i,0.7,2%,-0.6%,4%,2%,2%,0.1,61,-2%,4%
COc1ccc(C=O)cc1CN1C(=O)c2ccccc2C1=O,.,.,-4%,0.8%,1%,-8%,-11%,-0.4,71,3%,14%
CCc1ccc(C(=O)COC(=O)CNC(=O)c2cccs2)cc1,i,1.3,15%,0.1%,6%,1%,-1%,-1.1,61,3%,1%
CCCC(=O)N1CC(=O)Nc2ccc(Br)cc2C1c1ccc(F)cc1 (configuration not stated),i,1.0,-2%,0.9%,3%,1%,-6%,-0.6,44,3%,5%
COC(=O)c1ccccc1NC(=O)Cn1cc2c(n1)CCC(C)C2 (configuration not stated),i,2.1,-8%,0.1%,14%,3%,-9%,2.7,57,4%,1%
O=C1CC(c2ccco2)Cc2nc(N3CCN(Cc4ccc5c(c4)OCO5)CC3)ncc21 (configuration not stated),i,0.3,18%,1.1%,0%,-10%,-3%,0.9,42,-1%,9%
O=C(NCCN1CCN(C(=O)c2cccs2)CC1)C(=O)Nc1ccc(Br)cc1,i,2.5,1%,30%,-7%,-16%,-4%,-1.8,60,-4%,5%
CC(C)CNC(=O)COc1ncnc2ccccc12,i,2.4,-7%,1.7%,-9%,-3%,-2%,-1.5,51,-3%,3%
Cn1c(=O)c(C(=O)COC(=O)c2cc(-c3ccco3)nc3ccccc23)c(N)n(Cc2ccccc2)c1=O,.,.,-21%,45%,2%,12%,13%,1.4,96,-22%,.
CCOC(=O)CN1C(=O)c2ccccc2Sc2ncccc21,i,0.7,-1%,-0.8%,13%,6%,-8%,-1.1,98,-1%,6%
O=C(N1CCCC1)C12CC3CC(C1)CC(C(=O)N1CCCC1)(C3)C2,i,0.4,1%,0.4%,-14%,2%,-8%,0.2,74,-5%,-7%
Cc1ccc(C(=O)C(C)OC(=O)c2ccc(Cl)nc2)cc1 (configuration not stated),i,1.0,.,.,-8%,.,.,-1.2,49,.,5%
COC(=O)CN(c1ccccc1[N+](=O)[O-])S(=O)(=O)c1ccccc1,i,0.7,-12%,-0.3%,-5%,13%,-7%,-1.1,75,-7%,2%
CCOCCCNC(=O)CN1C(=O)CSc2ccc(S(=O)(=O)N3CCOCC3)cc21,i,0.0,15%,-0.1%,4%,3%,-1%,-1.1,62,-6%,-14%
O=C(Nc1ccccc1)N1CCCC2CCCCC21 (configuration not stated),i,0.8,-2%,-1.1%,4%,-5%,0%,1.2,57,0%,12%
CC(=O)c1ccc(NC(=O)CCC(=O)OCC(F)(F)C(F)F)cc1,i,2.0,-20%,-0.2%,8%,2%,-3%,0.1,81,-3%,1%
COc1ccc(C(=O)N/C(=C/c2cccnc2)C(=O)N2CCN(C)CC2)cc1OC,i,5.2,2%,1.0%,10%,-31%,-7%,0.8,67,-1%,-4%
CC1c2[nH]c3ccccc3c2C[C@H]2C(=O)N(CCCN(C)C)CC(=O)N12 (some centres not stated),i,0.9,-3%,0.9%,-6%,4%,-1%,-0.9,144,-1%,9%
O=C(CSc1ccccn1)N1CCN(C(=O)CSc2ccccn2)CC1,i,1.1,10%,-0.6%,.,-12%,-8%,2.5,50,2%,12%
COc1ccc(S(=O)(=O)NN(C)C)cc1N(C)S(=O)(=O)c1ccc(Cl)cc1,i,0.4,17%,0.5%,11%,10%,-4%,-1.7,65,2%,5%

# Of the compounds above, these have two or more sulfur atoms:
SMILES,Myeloid diff MLP,Myeloid diff MLP GFP+ MAC1+ %,GPR35 arrestin U2OS,HIV peptide binding,PhoP inhibition,GPR55 LPI antagonism,LYP inhibition,NTR1 ag,NTR1 ag cell count 20 µM,Siah-1 displacement,Rac1 GTP hydrolysis
O=C(Nc1nnc(S(=O)(=O)N2CCN(c3ccc(F)cc3)CC2)s1)c1ccccc1,i,1.3,0%,-1.6%,-7%,-10%,-8%,8.4,67,-4%,14%
S=c1[nH]cnc2scc(-c3ccc(Br)cc3)c12,i,0.1,-6%,0.2%,-2%,-1%,-6%,6.1,103,8%,13%
Cc1cc(C)c2c(c1)cc(C)c1nnc(SCC(=O)Nc3ccc(S(=O)(=O)N4CCCCC4)cc3)n12,i,0.6,6%,0.2%,-5%,-3%,0%,2.7,58,5%,9%
CCOCCCNC(=O)CN1C(=O)CSc2ccc(S(=O)(=O)N3CCOCC3)cc21,i,0.0,15%,-0.1%,4%,3%,-1%,-1.1,62,-6%,-14%
O=C(CSc1ccccn1)N1CCN(C(=O)CSc2ccccn2)CC1,i,1.1,10%,-0.6%,.,-12%,-8%,2.5,50,2%,12%
COc1ccc(S(=O)(=O)NN(C)C)cc1N(C)S(=O)(=O)c1ccc(Cl)cc1,i,0.4,17%,0.5%,11%,10%,-4%,-1.7,65,2%,5%
